Screens deposited in PubChem BioAssay by several laboratories.
Bcl-B displacement: displacers of TR3 peptide from Bcl-B, primary screen, selectivity assay for Bfl-1 inhibitor project, biochemical, fluorescence polarization | actives 0.11% (n = 96,000) | displacement, % at 20 µM; hits with a dose series show IC50 in µM | AID 748 | FP displacement of FITC-TR3 peptide from Bcl-B; higher % means a stronger effect;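 active = displacement above 50% at 20 µM plus a fluorescence interference ratio under 1.5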;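 note: plate controls were wells without compound for no effect and wells lacking Bcl-B protein for full effect; a part of the inactive calls stands beside numbers as strong as those of hits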
NFkB transloc inh: blocks IL-1B driven NFkB nuclear translocation in HUVEC cells | inhibition, % at 2 µM | AID 796 | HUVEC IL-1B NFkB p65 nuclear translocation imaging | actives 0.43% (n = 94,000);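 active = inhibition above about 30% together with a positive call from visual inspection of the well image, limit read from the data; inconclusive = inhibition above a set limit but visual check negative; inactive = inhibition not above a set limit, visual check negative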;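 note: nuclear over cytoplasmic p65 intensity ratio measured by imaging; 0% = IL-1B stimulated DMSO wells and 100% = unstimulated DMSO wells; values of inactives mirror those of a sister screen read the other way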
NFkB transloc pot: enhances IL-1B driven NFkB nuclear translocation. actives 0.3% (n = 94,000). AID 819. HUVEC IL-1B NFkB p65 nuclear translocation imaging. activation, % at 2 µM;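 active = activation above 40%, about the mean plus 3 SD, also judged a hit on visual image review; inconclusive = activation above 40% but not a hit on visual review; inactive = activation not above 40% and no visual hit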;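 note: percent activation is computed from the nuclear over cytoplasmic p65 intensity ratio; values of inactives mirror those of a sister screen read the other way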
MRP resist rev: reverses drug resistance mediated by MRP; H69AR cells + 2 uM doxorubicin, CellTiter-Glo, 72 h; differential viability (reversal), % at 10 µM; actives 0.04% (n = 85,000);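 active = viability drop by adding the cancer drug above about 55%, with treated viability meeting a 40% cutoff, limit read from the data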;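 note: viability without doxorubicin minus viability with 2 µM doxorubicin for each compound; larger differential means the compound sensitizes cells more to doxorubicin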
PLAP inhibitors HTS: PLAP enzyme inhibitors, biochemical, luminescence, HTS (AID 690); inhibition, % at 20 µM, or IC50 in µM where a hit was titrated; purified PLAP, luminescent substrate; higher % means a stronger effect; actives 0.08% (n = 96,000); in the data active = a potency from the dose series; inactive = the rest, 99 in 100 with inhibition below about 30%; note: strong numbers were not always called active
MRP resist rev cytotoxicity: recorded beside MRP resist rev, whose call it bears; viability, %; H69AR cells, CellTiter-Glo, 72 h; measured here: cytotoxicity without doxorubicin
MRP resist rev with doxorubicin: also measured in MRP resist rev; calls as there; viability, %; measured here: viability with 2 uM doxorubicin; hits give low values
NFkB transloc inh cell count 2 µM: also measured in NFkB transloc inh; calls as there; cell count; measured here: cells passing quality filter;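 raw number of nuclei counted in each imaged well without normalization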
NFkB transloc pot cell count 2 µM: further read-out of NFkB transloc pot, marked with its call; cell count; measured here: cells passing quality filter
* = called active by the depositor; u = inconclusive; x = no result given. Not all compounds are listed; rates above refer to the full screens.

SMILES	Bcl-B displacement	NFkB transloc inh	NFkB transloc inh cell count 2 µM	NFkB transloc pot	NFkB transloc pot cell count 2 µM	MRP resist rev	MRP resist rev cytotoxicity	MRP resist rev with doxorubicin	PLAP inhibitors HTS
COc1ccc2nc(SCC(=O)N3CC(=O)Nc4ccccc43)c(C#N)cc2c1	-29.4%	7.0	127	-7.0	127	x	x	x	11.3%
CCOc1ccc(NC(=O)N(C2CCCCC2)C(C)c2cccnc2)cc1 (stereo not given)	-4.1%	-24.6	164	24.6	164	7.0	94.7	87.7	-65.5%
COc1cccc(OCCCOc2ccc([N+](=O)[O-])cc2Cl)c1	-1.8%	-25.8	140	25.8	140	x	x	x	17.3%
O=C(CN1CCN(Cc2ccccc2Cl)C1=O)NCC1CCCO1 (stereo not given)	5.5%	7.7	153	-7.7	153	-10.1	74.9	85.0	-19.7%
CCCN1C(=O)CC(c2ccco2)Sc2ccccc21 (stereo not given)	-1.7%	x	x	x	x	x	x	x	-5.0%
Cc1cc([N+](=O)[O-])nn1Cc1c(F)c(F)c(F)c(F)c1F	-4.8%	-8.0	174	8.0	174	x	x	x	13.1%
COc1ccc(C(CNC(=O)c2cc(=O)[nH]c3ccccc23)N2CCCC2)cc1 (stereo not given)	-7.5%	-16.6	97	16.6	97	x	x	x	-33.2%
CCOC(=O)C1=C(C)N(CCO)C(=O)NC1c1cccc(O)c1 (stereo not given)	17.3%	8.4	96	-8.4	96	-6.8	93.9	100.7	-15.8%
O=C(c1cc2cc(Br)cc(Br)c2oc1=O)N1CCCc2ccccc21	-8.1%	9.2	128	-9.2	128	x	x	x	6.5%
CCCCNC(=O)Cc1coc2ccc3ccccc3c12	-13.4%	-11.2	141	11.2	141	8.4	79.3	70.8	-9.6%
C=CCn1c(Sc2nc(C)cs2)nc2c1c(=O)[nH]c(=O)n2C	-17.6%	0.2	130	-0.2	130	x	x	x	-10.0%
COc1ccc(CC(=O)Nc2nc3ccccc3s2)cc1S(=O)(=O)N1CCOCC1	-14.7%	-1.2	167	1.2	167	2.2	77.9	75.7	-56.6%
COc1ccc(C(=O)/C=C(\C)NCc2ccc3c(c2)OCO3)cc1	-13.5%	-2.4	196	2.4	196	x	x	x	9.8%
O=C(Nc1cccc(O)c1)c1ccc(Br)cc1	-3.0%	-22.4	161	22.4	161	-12.7	74.8	87.5	15.0%
COc1cc(OC)cc(-c2nnc(SCC(=O)N3CCCCC3)o2)c1	-0.7%	x	x	x	x	-1.4	77.4	78.8	-41.6%

Some of the entries above in another layout.
Every second line gives: Bcl-B displacement | NFkB transloc inh | NFkB transloc inh cell count 2 µM | NFkB transloc pot | NFkB transloc pot cell count 2 µM | MRP resist rev | MRP resist rev cytotoxicity | MRP resist rev with doxorubicin | PLAP inhibitors HTS
CCCCNC(=O)Cc1coc2ccc3ccccc3c12
→ -13.4% | -11.2 | 141 | 11.2 | 141 | 8.4 | 79.3 | 70.8 | -9.6%
C=CCn1c(Sc2nc(C)cs2)nc2c1c(=O)[nH]c(=O)n2C
→ -17.6% | 0.2 | 130 | -0.2 | 130 | x | x | x | -10.0%

The main list resumes, starting three compounds before the break.
SMILES	Bcl-B displacement	NFkB transloc inh	NFkB transloc inh cell count 2 µM	NFkB transloc pot	NFkB transloc pot cell count 2 µM	MRP resist rev	MRP resist rev cytotoxicity	MRP resist rev with doxorubicin	PLAP inhibitors HTS
COc1ccc(C(=O)/C=C(\C)NCc2ccc3c(c2)OCO3)cc1	-13.5%	-2.4	196	2.4	196	x	x	x	9.8%
O=C(Nc1cccc(O)c1)c1ccc(Br)cc1	-3.0%	-22.4	161	22.4	161	-12.7	74.8	87.5	15.0%
COc1cc(OC)cc(-c2nnc(SCC(=O)N3CCCCC3)o2)c1	-0.7%	x	x	x	x	-1.4	77.4	78.8	-41.6%
COc1nc(C)ccc1-c1noc(-c2ccccn2)n1	-12.9%	-0.2	91	0.2	91	5.1	93.1	88.0	-6.6%
CCn1c(-c2ccccc2Cl)nn(CC(=O)Nc2cc(Cl)ccc2Cl)c1=S	-2.4%	-1.2	157	1.2	157	x	x	x	-21.5%
CCOC(=O)c1cc(NC(=O)c2ccc(C)cc2)c(=O)oc1-c1ccccc1	6.9%	-14.0	115	14.0	115	x	x	x	13.3%
CCC(C(=O)Nc1cccc(C(F)(F)F)c1)c1ccccc1 (stereo not given)	9.7%	-4.7	113	3.9	130	x	x	x	23.1%
N#CC(C(=O)NC1CC1)c1nc2ccccc2nc1N1CCCC1 (stereo not given)	44.2%	0.2	200	-0.2	200	-2.2	80.3	82.6	-17.2%
CCOCCCNC(=O)C(NC(=O)c1ccc(=O)[nH]c1)c1ccc(C)cc1 (stereo not given)	-2.4%	-1.8	139	1.8	139	8.6	95.0	86.3	10.6%
NC(=O)c1sc2nc(N3CCOCC3)c3c(c2c1N)CCCC3	8.4%	-7.2	37	7.2	37	13.2	90.4	77.2	19.6%
COc1ccc(CNc2nc3c(c(=O)n(Cc4ccc(Cl)cc4)c(=O)n3C)n2C)cc1	-0.5%	-4.0	176	4.0	176	20.2	82.2	62.1	-66.0%
C=CCn1c(Cc2ccc(OC)cc2)nnc1SCC(N)=O	-0.2%	-8.3	137	8.3	137	-12.9	92.8	105.8	-17.2%
CN(C)C(=O)NC(O)C(Cl)Cl (stereo not given)	-6.1%	5.4	152	-5.4	152	-17.3	77.5	94.8	-38.5%
Cc1ccc(Nc2nc(N)nc(CSc3nnc(-c4ccncc4)o3)n2)cc1	-3.1%	-3.5	149	3.5	149	-12.5	49.1	61.5	17.4%
CCOC(=O)NC(Nc1sc2c(c1C(=O)OC)CCN(C)C2)(C(F)(F)F)C(F)(F)F	10.8%	-12.9	144	12.9	144	3.2	82.0	78.7	-54.7%
CCOc1cccc(-c2nnc3sc(COc4ccc(C)cc4)nn23)c1	-4.3%	x	x	x	x	0.0	61.0	61.0	3.5%
CC(=O)Oc1ccc2oc(/C=C/N(C)C)c([N+](=O)[O-])c2c1	-41.7%	4.7	152	-4.7	152	12.1	84.3	72.2	35.1%
CC(C)[C@H](NC(N)=O)C(=O)Nc1ccc2c(c1)CCC2	-4.7%	13.2	168	-13.2	168	x	x	x	5.8%
COc1ccc(C2NC(=O)NC(O)(C(F)(F)F)C2C(=O)c2ccccc2)cc1OC (stereo not given)	-1.1%	9.8	175	-9.8	175	x	x	x	-36.0%
CCCCn1nnc(NC(=O)c2cc3ccccc3o2)n1	-7.1%	-11.4	110	11.4	110	7.2	96.5	89.2	6.4%
Cc1cccc(NC(=O)C2CCCC2)c1	x	-8.0	107	8.0	107	-12.7	80.7	93.4	x
CSc1ccc(/C=N\NC(=O)CNc2ccc(C)cc2)cc1	-7.5%	5.1	94	-5.1	94	x	x	x	2.8%
CCCn1c(SCC(=O)NCc2cccs2)nc2c1c(=O)n(C)c(=O)n2C	0.4%	0.1	140	-0.1	140	7.0	93.7	86.7	10.4%
COCC(=O)Nc1ccc(-c2cn3cccnc3n2)cc1	-1.0%	-7.3	148	7.3	148	x	x	x	-16.7%
Cc1nnc2sc(-c3ccncc3)nn12	-4.3%	-21.9	121	21.9	121	24.8	99.4	74.5	-6.9%
O=S(=O)(NCC1CCCO1)c1ccc(Cl)c(C(F)(F)F)c1 (stereo not given)	-7.4%	-17.9	134	17.9	134	11.4	105.1	93.7	3.0%
Cc1[nH]c(=S)c(C#N)c(C)c1C(=O)Nc1ccccc1	0.4%	-20.2	153	20.2	153	x	x	x	-7.1%
O=C(NCC1CCCCC1)c1ccco1	-5.4%	-5.3	112	5.3	112	3.0	83.8	80.8	-2.2%
Cc1c(Cl)cccc1-n1c(SCC(=O)N(C)Cc2ccccc2)nnc1-c1ccncc1	11.5%	-22.7	125	22.7	125	12.7	55.3	42.7	-82.6%
CCS(=O)(=O)NC(C)C(c1cccs1)N1CCN(C)CC1 (stereo not given)	0.6%	3.4	139	-3.4	139	4.1	101.0	96.9	-4.8%
Cc1[nH]n(C(N)=S)c(=O)c1C(c1ccccc1)C(C#N)C#N (stereo not given)	-7.8%	-17.9	128	17.9	128	x	x	x	-35.9%
Cc1sc2nc(C3CC3)nc(SCC(=O)NCc3ccco3)c2c1C	0.4%	4.3	78	-4.3	78	-2.6	83.5	86.1	-24.6%
O=S(=O)(c1cnc[nH]1)N1CCCCCC1	-11.8%	x	x	x	x	0.3	94.3	94.0	11.1%
CCOC(=O)C1CCCN(C(=O)c2cnn3c(C(F)(F)F)cc(-c4ccccc4)nc23)C1 (stereo not given)	-7.3%	5.6	116	-5.6	116	-1.5	71.8	73.3	-47.6%
COC(=O)c1ccc(-c2nc3ccc(C)cc3o2)cc1	7.5%	-8.8	196	8.8	196	-16.9	26.3	43.2	11.3%
CCN(CC)S(=O)(=O)c1cc(C(=O)N2CCc3ccccc32)ccc1Cl	0.0%	3.0	155	-3.0	155	-17.1	53.9	71.0	-31.3%
CCn1c(CSc2nnc(C)n2-c2ccccc2)nc2cc(S(=O)(=O)N(C)C)ccc21	11.1%	-4.2	103	4.2	103	17.2	84.6	67.4	-56.9%
COc1cc(-c2nnn(CC#N)n2)ccc1OCc1ccccc1	6.1%	-8.8	139	8.8	139	23.7	82.3	58.6	-50.0%
Cc1ccc(NC(=O)C2(NC(=O)c3cccc(N4C(=O)CSC4c4ccccc4)c3)CCCCC2)cc1 (stereo not given)	-7.3%	7.4	168	-7.4	168	x	x	x	4.0%
CCn1c(COc2cccc(C)c2)nnc1SCC(=O)Nc1cccc(C(=O)O)c1	-2.9%	6.8	76	-6.8	76	-3.0	85.9	88.9	-42.5%
COc1ccc(NC(=O)c2oc3ccccc3c2NC(=O)C(C)(C)C)cc1	0.0%	9.7	95	-9.7	95	x	x	x	-23.0%
CCOc1cc(/C=C2/SC(=Nc3ccccc3)N(Cc3cccnc3)C2=O)ccc1OCC#N	-26.2%	1.6	96	-1.6	96	x	x	x	1.7%
Cc1cc(C)cc(NC(=O)NC2CCN(CC(=O)Nc3c(C)cc(C)cc3C)CC2)c1	x	-2.7	89	2.7	89	-0.1	81.2	81.3	x
CCCCCc1nc2c(=O)[nH]c3ccccc3c2o1	-7.5%	-24.8	90	24.8	90	x	x	x	5.3%
CCc1ccc(Nc2nnc(SCc3cc(=O)n4ccsc4n3)s2)cc1	-4.3%	1.0	178	-1.0	178	3.4	78.0	74.7	-2.0%
CC(NS(=O)(=O)c1ccc(CCC(=O)NCc2cccnc2)cc1)c1ccccc1 (stereo not given)	10.0%	-26.1	159	26.1	159	13.6	82.2	68.6	-36.7%
Cc1ccc(Oc2cc(C#N)c(C#N)cc2-n2nnc3ccccc32)cc1C	-6.6%	-5.6	189	5.6	189	-2.1	72.7	74.8	20.2%
COc1ccc(N2CCCn3c2nc2c3c(=O)n(CCCc3ccccc3)c(=O)n2C)cc1	15.7%	-43.9	149	u	x	-5.5	58.5	64.0	x
Oc1ccccc1-c1nc(N2CCCC2)c2ccccc2n1	-0.2%	5.3	121	-5.3	121	4.2	63.6	59.4	10.9%
Cc1cc(C(=O)CSc2nnc(-c3cccnc3)n2-c2ccccc2F)c(C)n1C	28.9%	-4.6	114	x	x	-31.1	34.4	65.5	x
CCOc1ccc(CNC(=S)N/N=C\c2ccc([N+](=O)[O-])cc2)cc1	0.0%	-3.4	156	3.4	156	x	x	x	70.2%
O=C(CCn1c(=S)[nH]c2ccccc2c1=O)NCCCN1CCOCC1	10.0%	4.6	185	-4.6	185	x	x	x	-1.8%
CCOc1c2ccc(C(=O)NCc3ccccc3OC)cc2nn1CC	-4.2%	-6.4	124	6.4	124	x	x	x	1.2%
CCOC(=O)CNC(=O)CSc1ncnc2c1cnn2-c1ccccc1	3.1%	-7.5	178	7.5	178	-7.6	96.2	103.8	8.3%
CC(=O)Nc1cc(NC(C)=O)cc(C(=O)OCC(=O)N2CC(C)OC(C)C2)c1 (stereo not given)	-2.9%	-12.5	165	12.5	165	13.3	101.5	88.2	-8.7%
COc1ccccc1N1CCN(C(=O)c2cc(-c3ccc(Cl)c(Cl)c3)on2)CC1	x	-8.8	170	8.8	170	8.0	81.1	73.1	x
